HDAC3 inhib = blocks human histone deacetylase 3. O15379. AID 2718. 0.15% of 320,000 active. recombinant HDAC3, fluorogenic peptide/trypsin coupled, fluorescence. inhibition, % at 8.3 µM; in the data active = inhibition above about 26%, passing the limit was not always enough; inconclusive = no clear call, values can overlap the other calls
Target sequence (O15379 whole entry, looked up): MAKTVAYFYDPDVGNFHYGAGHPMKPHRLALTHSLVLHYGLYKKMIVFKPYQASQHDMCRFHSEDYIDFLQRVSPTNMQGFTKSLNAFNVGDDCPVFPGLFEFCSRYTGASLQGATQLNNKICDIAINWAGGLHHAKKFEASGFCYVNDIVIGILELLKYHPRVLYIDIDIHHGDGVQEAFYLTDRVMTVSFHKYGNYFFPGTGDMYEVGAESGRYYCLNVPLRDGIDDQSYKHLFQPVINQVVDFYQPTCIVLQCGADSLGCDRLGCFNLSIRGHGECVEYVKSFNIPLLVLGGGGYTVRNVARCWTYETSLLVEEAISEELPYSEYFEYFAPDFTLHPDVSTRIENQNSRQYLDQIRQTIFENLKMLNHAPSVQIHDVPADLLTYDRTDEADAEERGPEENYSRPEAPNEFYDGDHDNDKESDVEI
HSF1 activator = increases HSF-1 driven luciferase reporter signal; NIH3T3-HGL HSF-1 luciferase reporter, MG132, 8 h; 100% = twice DMSO control signal; activation, % at 9 µM; 1.7% of 300,000 active;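 active = mean replicate activation of at least 50% with a set share of replicates each reaching 50%; inconclusive = only one of those two conditions met; inactive = mean below 50% and too few replicates reaching it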;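 also: 0% = median of the neutral control wells and 100% = twice that signal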
AI-2 QS mod = modulates the Vibrio harveyi AI-2 quorum sensing system. Vibrio harveyi JMH597 AI-2 luminescence/OD600 ratio, 9 h; hits give low values; strain lacks LuxN and CqsS sensors; 0 = neutral-control median. activity change, % at 7.5 µM. 0.4% of 300,000 active. AID 2094; in the data active = activity change below about -75%, passing the limit was not always enough; inconclusive = no clear call, values can overlap the other calls;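 also: luminescence divided by OD600 gain over 9 h not by final OD600 alone; inactives centre near 13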
HIF activator = HIF pathway transcriptional activation; U2OS HRE-luciferase reporter, luminescence; normalized: DMSO 0%, desferrioxamine 100%; activation, % at 7.5 µM (by protocol); 0.32% of 300,000 active;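 active = mean activation of at least 10% of the iron chelator positive control signal, with at least half of replicates also reaching 10%; inconclusive = mean and replicate majority disagree about reaching 10%; inactive = mean and most replicates under 10%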
aSyn UTR inh = 5' untranslated region of α-synuclein, MLPCN primary screen | AID 1813 | 0.82% of 300,000 active | inhibition, % (tested at 7.5 µM) | alpha-synuclein 5'UTR reporter, inhibitor activity; in the data active = inhibition above about 60%; inconclusive = no clear call, values can overlap the other calls;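 also: H4 neuroglioblastoma cells stably carrying SNCA 5'UTR luciferase fusion; 0% = DMSO wells and 100% = positive control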
IEC-6 cytotox = IEC-6 cytotoxicity, counter-screen for KLF5 inhibitors | luminescence viability | inhibition, % at 5 µM | 0.78% of 290,000 active | AID 1825; in the data active = inhibition above about 22%;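 also: 0% = plate median of test compound wells and 100% = cytotoxic reference compound wells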
HSF1 inhib = HSF1 inhibition; NIH3T3-HGL HSE-luciferase, MG132-induced, luminescence 8 h; hits give low values; activity change, negative = inhibition, % at 7.5 µM (by protocol); 0.77% of 300,000 active; AID 2098;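 active = more than half of replicate wells show activity change below -50%, luminescence cut by over half; inconclusive = some wells, but at most half, below -50%; inactive = no replicate well below -50%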;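 also: luciferase reports HSF-1 transcriptional activity via heat shock element; 0% = median of DMSO wells and -100% = zero luminescence signal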
HSP90 inh = blocks HSP90-mediated luciferase refolding in reticulocyte lysate; Rabbit reticulocyte lysate, luciferase refolding luminescence, 3 h; inhibition, % at 5.6 µM; 0.91% of 290,000 active;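 active = inhibition above the screen-wide mean plus 3 SD, computed separately per campaign, cut at about 16% in these data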;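 also: 0% = DMSO wells and 100% = 60 µM geldanamycin wells; inhibitors lower the luminescence because luciferase stays unfolded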
KLF5 inhibitor = inhibitors of KLF5 expression; DLD-1 KLF5 promoter-luciferase reporter, luminescence; 0.23% of 290,000 active; inhibition, % at 5 µM;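 active = inhibition above a per-plate limit of that plate's mean compound inhibition plus 3 SD, cut at about 60% in these data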;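 also: 0% = DMSO wells and 100% = LY294002 at 200 µM; higher means less KLF5 promoter-driven luciferase light; inactives centre near -14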
Platelet DG rel = platelet dense granule release activity; inhibition, %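 (compounds screened at 7.5 µM in platelet-rich plasma)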; human platelet-rich plasma, SFLLRN dense granule ATP release, luminescence; 0.22% of 300,000 active;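 active = mean replicate score, as percent of positive control, at or above 50; inconclusive = mean below 50 but at least one replicate at or above 50; inactive = mean and every replicate below 50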
* = called active by the depositor; ? = inconclusive; / = no result given.

[1] CN(C)c1ccc(-c2cccc(C3CC=CC4C3C(=O)N(Cc3ccccc3)C4c3ccc(C(F)(F)F)cc3)c2)cc1 (centres undefined)
[2] O=C(N[C@@H](Cc1ccccc1)C(=O)OCc1ccccc1)c1nc[nH]c1C(=O)NC1CCNCC1
[3] COc1ccccc1CCC(=O)N(Cc1ccccc1)c1c(N)n(Cc2ccccc2)c(=O)[nH]c1=O
[4] CCOc1ccc2nc(SCC(=O)NC3CCS(=O)(=O)C3)[nH]c2c1 (centres undefined)
[5] Cc1ccc(N2C(=O)[C@@H]3[C@H](C2=O)C2CCCN2[C@@H]3C(=O)c2ccccc2)cc1 (some centres undefined)
[6] COC(=O)/C=C1/SC(=Nc2ccc(C)cc2C)NC1=O
[7] CCC(=O)Nc1ccc(-c2csc(NNC(C)=O)n2)cc1
[8] Cc1cccc(NC(=O)c2ccccc2NC(=O)C2CCCCC2)c1C

Assay by compound,1,2,3,4,5,6,7,8
HDAC3 inhib,-1,0,-9,0,-2,3,0,2
HSF1 activator,-20,3,5,2,28,19,-4,-1
AI-2 QS mod,29,9,27,13,33,9,1,21
HIF activator,-0.1,1.1,-0.2,-0.1,-0.1,-0.1,-0.1,-0.4
aSyn UTR inh,-2,-9,12,2,-33,-39,23,-7
IEC-6 cytotox,/,/,5,2,-7,-2,3,3
HSF1 inhib,-9,1,3,-3,12,0,5,-1
HSP90 inh,/,/,-1,-1,1,-1,6,1
KLF5 inhibitor,/,/,-13,-34,-37,13,-1,-7
Platelet DG rel,4,-2,30,15,0,-5,-4,7

[9] COc1ccccc1N1CCN(C(=O)/C=C/c2ccco2)CC1
[10] CCOc1ccc2c(c1)C(C)=CC(C)(C)N2C(=O)Nc1ccccc1F
[11] CSc1ccccc1C(=O)N1CCC2(CC1)CC(=O)c1ccccc1O2
[12] CCCCn1c(N)c(N(CCOC)C(=O)COC(=O)c2cc(CCC)c(C)s2)c(=O)[nH]c1=O
[13] CC1=C(C(=O)N2CCCC(CCC(=O)NCc3ccccc3F)C2)OCCO1 (centres undefined)
[14] CCOc1ccccc1C(=O)Nc1nnc(COC)s1
[15] O=C(COc1ncnc2ccccc12)c1ccc(Cl)cc1
[16] CC1C/C(=N/NC(=O)c2ccc(CSc3nc4ccccc4[nH]3)cc2)CC(C)(C)C1 (centres undefined)

Assay by compound,9,10,11,12,13,14,15,16
HDAC3 inhib,4,6,1,/,-1,3,-4,1
HSF1 activator,27,33,-22,0,-5,-13,25,4
AI-2 QS mod,13,32,23,17,15,1,-10,9
HIF activator,-0.7,-0.8,-0.1,-0.1,-0.4,0.1,1.5,-0.1
aSyn UTR inh,-47,-7,25,7,-8,-22,-204,-42
IEC-6 cytotox,5,2,/,/,-6,8,-2,-4
HSF1 inhib,-1,6,-16,-4,-4,2,17,-9
HSP90 inh,-1,1,/,/,-3,1,2,0
KLF5 inhibitor,-6,-5,/,/,14,-39,-93,-19
Platelet DG rel,11,19,-12,-9,-2,-3,-3,3

Of the compounds above, these contain an aryl thioether with sulfur outside any ring.
[4] CCOc1ccc2nc(SCC(=O)NC3CCS(=O)(=O)C3)[nH]c2c1 (centres undefined)
[11] CSc1ccccc1C(=O)N1CCC2(CC1)CC(=O)c1ccccc1O2
[16] CC1C/C(=N/NC(=O)c2ccc(CSc3nc4ccccc4[nH]3)cc2)CC(C)(C)C1 (centres undefined)

Assay by compound,4,11,16
HDAC3 inhib,0,1,1
HSF1 activator,2,-22,4
AI-2 QS mod,13,23,9
HIF activator,-0.1,-0.1,-0.1
aSyn UTR inh,2,25,-42
IEC-6 cytotox,2,/,-4
HSF1 inhib,-3,-16,-9
HSP90 inh,-1,/,0
KLF5 inhibitor,-34,/,-19
Platelet DG rel,15,-12,3

Further compounds.
[17] CC12CCC(=O)N1C(C(=O)Nc1nnc(SCc3ccc(F)cc3)s1)CS2 (centres undefined)
[18] CC(C)(C)c1ccc(/C=C/C(=O)NCCCN2CCOCC2)cc1
[19] COc1cccc(N2CCN(Cc3nc(N)nc(Nc4ccccc4)n3)CC2)c1
[20] COc1ccc(OCC#CCNC(C)(C)C)cc1
[21] Cc1cc(Br)cc2c1N(C)C(=O)C2(c1ccc(O)cc1)c1ccc(O)cc1
[22] Cn1c(CC(=O)Nc2ccccc2F)nnc1SCC(=O)N1CCOCC1
[23] CCC(Oc1ccccc1)C(=O)Nc1nnc(C(F)(F)F)s1 (centres undefined)
[24] CCc1c(C)nc2c(-c3ccccc3)c(-c3ccccc3)[nH]n2c1=O

Assay by compound,17,18,19,20,21,22,23,24
HDAC3 inhib,7,-1,8,2,-6,6,3,-6
HSF1 activator,2,-13,9,0,2,3,/,-2
AI-2 QS mod,17,20,16,2,41,21,/,8
HIF activator,-0.5,-2.5,-0.3,0.0,0.0,1.4,/,-2.9
aSyn UTR inh,3,6,-3,-6,-4,-43,/,-6
IEC-6 cytotox,-1,-5,-4,-4,/,-10,4,2
HSF1 inhib,2,-18,1,-2,-2,5,/,0
HSP90 inh,2,-1,-1,3,/,-2,0,0
KLF5 inhibitor,-33,0,-26,-7,/,-15,-4,-25
Platelet DG rel,40,10,3,-2,-2,17,/,-3

[25] O=C(COc1ccc(-n2cnnn2)cc1)NC1CCCCC1
[26] CC1=C(C(=O)OCc2ccccc2)C(c2cccnc2)n2ncnc2N1 (centres undefined)
[27] CC1CN(S(=O)(=O)c2ccc(Cl)c(S(=O)(=O)N3CC(C)OC(C)C3)c2)CC(C)O1 (centres undefined)
[28] COc1ccc(CC(=O)Nc2ccc(C(=O)O)cc2NC(=O)Cc2ccc(OC)cc2)cc1
[29] C/C(O)=C(/N=O)C(=O)Nc1ccccc1
[30] O=C(NCc1ccccc1)c1ccc2c(c1)OCCO2
[31] O=C(COc1cccnc1[N+](=O)[O-])N1CCc2ccccc2C1
[32] CN1CCN(NC(=O)C2CC2)CC1

Assay by compound,25,26,27,28,29,30,31,32
HDAC3 inhib,1,2,-6,6,-4,-1,4,-6
HSF1 activator,6,-4,-6,-10,-10,16,32,5
AI-2 QS mod,1,23,8,15,24,21,21,21
HIF activator,0.4,-0.2,-0.2,0.2,/,0.4,0.0,0.3
aSyn UTR inh,7,1,-8,25,-12,-53,1,-25
IEC-6 cytotox,1,-6,-3,-2,6,-3,2,1
HSF1 inhib,-5,4,-5,1,-7,14,2,-6
HSP90 inh,-3,0,1,-4,-2,4,1,0
KLF5 inhibitor,-26,-6,-3,-57,-4,-16,-7,-17
Platelet DG rel,-6,0,-2,2,-5,1,-12,-2

[33] CCOC(=O)C1(CCCc2ccccc2)CCN(C(=O)Cc2nonc2C)CC1
[34] O=S(=O)(c1ccccc1)c1nc(-c2ccccc2)oc1NCc1cccnc1
[35] CSCC[C@@H](C(=O)Nc1ccc2c(c1)OCCO2)N1Cc2ccccc2C1=O
[36] Fc1ccccc1Oc1nc(-c2ccncc2)nc2ccccc12
[37] CCOc1cc(/C=N/NC(=O)c2ccccn2)ccc1OC(=O)c1ccc(F)cc1
[38] N/C(=N\OC(=O)COc1ccc2ccccc2c1Br)c1cccnc1
[39] Cc1cc(C)c(S(=O)(=O)N(CC(=O)O)CC(=O)O)c(C)c1
[40] COc1cc(NC(=O)c2ccc3c(c2)OCO3)ccc1NC(=O)C(C)C

Assay by compound,33,34,35,36,37,38,39,40
HDAC3 inhib,-1,7,9,-21,15,-2,-7,-4
HSF1 activator,0,-6,-17,-3,6,41,20,-3
AI-2 QS mod,18,12,21,0,12,28,21,11
HIF activator,0.0,-0.2,1.4,-0.6,1.2,1.7,-0.2,0.7
aSyn UTR inh,9,3,-85,12,-28,-7,-1,-12
IEC-6 cytotox,7,-4,-7,7,2,3,-5,10
HSF1 inhib,1,-11,-22,-4,11,10,3,-4
HSP90 inh,2,-6,1,3,-3,-3,-4,1
KLF5 inhibitor,-26,-5,-39,0,-30,13,-29,-41
Platelet DG rel,3,-6,-11,5,-8,12,3,-2

[41] COc1cc(C=C2C(=O)c3ccccc3C2=O)cc(OC)c1OC
[42] CC1CCN(CCNC(=O)C2CCCN(S(=O)(=O)c3cccc4nonc34)C2)CC1 (centres undefined)
[43] CN(C(=O)COC(=O)C1=COCCO1)c1c(N)n(Cc2ccccc2)c(=O)[nH]c1=O
[44] O=C(CC1C(=O)NCCN1Cc1cccc(Oc2ccccc2)c1)NCCc1cnccn1 (centres undefined)
[45] CC(=O)c1cc(CN2CCC(n3nccc3NC(=O)c3ccccc3)CC2)cs1
[46] COc1cccc(/C=N/NC(=O)c2nnn(-c3nonc3N)c2-c2cccs2)c1
[47] S=C(NNC(=S)NC1CC2CCC1C2)NC1CC2C=CC1C2 (centres undefined)
[48] COc1ccc(CNC(=O)COC(=O)CN2C(=O)COc3ccccc32)cc1

Assay by compound,41,42,43,44,45,46,47,48
HDAC3 inhib,4,-4,-4,1,-10,10,10,-5
HSF1 activator,-1,-24,-2,-4,-17,33,-1,-8
AI-2 QS mod,9,-3,27,17,12,15,19,20
HIF activator,-1.2,-0.2,-0.4,0.3,0.0,0.2,1.8,-2.3
aSyn UTR inh,-5,4,11,22,6,13,-4,-3
IEC-6 cytotox,8,7,/,-5,-1,9,-5,/
HSF1 inhib,-6,0,0,-6,-5,9,-3,-6
HSP90 inh,21*,6,/,2,-6,0,0,/
KLF5 inhibitor,-28,22,/,11,6,-8,-38,/
Platelet DG rel,-3,10,3,9,-5,-23,16,2

[49] CN(C)CC/C=C1/c2ccc(F)cc2Sc2ccc(Cl)cc21
[50] Cc1cccc(C(=O)NCCCNC(=O)c2ccccn2)c1
[51] Nc1nc(CN2CCN(c3ccccc3)CC2)nc(Nc2ccc(Cl)cc2)n1
[52] COc1ccccc1NC(=O)CSc1nnc(CNC(=O)c2ccco2)n1C
[53] COc1ccc(CN2CCN(Cc3nc4ccccc4s3)CC2CCO)c(C)c1C (centres undefined)
[54] COC(=O)c1sc2ccccc2c1-n1cccc1C(=O)C(=O)Nc1ccc(F)cc1
[55] COc1ccc(NC(=O)CCc2nc(-c3ccc(C)cc3)no2)c(OC)c1
[56] Cc1ccc(C(C(=O)NCC2CCCO2)N(C(=O)c2snc(C(N)=O)c2N)c2ccc(C)c(C)c2)o1 (centres undefined)
[57] O=C(OCCCCN1C(=O)c2ccccc2C1=O)c1ccc(S(=O)(=O)N2CCCC2)cc1

Assay by compound,49,50,51,52,53,54,55,56,57
HDAC3 inhib,3,2,15,4,3,5,1,0,5
HSF1 activator,8,17,14,-12,-2,-13,1,27,11
AI-2 QS mod,14,6,-40,4,9,25,35,17,?
HIF activator,-0.2,-0.4,-0.2,1.0,0.1,-0.3,0.5,1.6,-0.1
aSyn UTR inh,-5,14,13,3,-8,6,8,-30,22
IEC-6 cytotox,/,2,7,4,8,-6,-4,-6,-2
HSF1 inhib,2,-1,-1,-4,-3,8,-1,19,10
HSP90 inh,/,3,3,-4,4,3,6,-1,0
KLF5 inhibitor,/,4,-38,-8,-13,-19,-8,-2,7
Platelet DG rel,-6,2,2,-3,0,4,3,2,58*

Marked active in HSP90 inh, among the entries above:
No.	SMILES	HDAC3 inhib	HSF1 activator	AI-2 QS mod	aSyn UTR inh	HSF1 inhib	HSP90 inh	KLF5 inhibitor	Platelet DG rel
41	COc1cc(C=C2C(=O)c3ccccc3C2=O)cc(OC)c1OC	4	-1	9	-5	-6	21*	-28	-3
